Compound activity (PubChem BioAssay)
Diaph inh CS: diaphorase inhibitors and chemical oxidizers, primary screen, counter-screen for diaphorase-coupled primary assays, biochemical, uHTS, resorufin fluorescence. diaphorase resazurin-to-resorufin fluorescence, NADH, 16 min; bacterial (C. kluyveri) enzyme, not human. inhibition, % at 20 µM. 190,000 compounds, 0.69% hits;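 active = primary screen inhibition at 20 µM above a set limit, cut at about 50% in these data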;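 note: plate controls were DMSO with full reaction for no effect and wells lacking NADH for full effect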
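Assay system: diaphorase enzyme from Clostridium kluyveri; Input: enzyme working solution with 0.14 U/mL diaphorase; Timing: 16 min at room temperature; Technique: resorufin fluorescence, excitation 544 nm, emission 590 nm; Benchmarks: positive control minus NADH, DMSO neutral control.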
FLuc act counter: FLuc activators, initial screening, artefact control for FLuc-dependent activation tests, biochemical, ATPlite luminescence; Luciferin 4-monooxygenase (Photinus pyralis), P08659; 200,000 tested, under 10 active; ATPlite luciferase biochemical, 10 min; 0 = ATP-free wells, 1 = DMSO control; AID 1027, 2008; activation factor at 10 µM;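 active = luciferase activation factor, scaled between plate controls, of at least 2 with compound at 10 µM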
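System: luciferase plus luciferin reagent, cell-free; medium: PBS as buffer for the ATP substrate; dosing: test compounds dosed from 2 mM stocks in 100% DMSO; timing: 10 min post-reagent at room temperature; measured by: luminescence measurement of luciferase light output; evaluation: luciferase activation, seen as luminescence increase over controls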
Diaph act CS: compounds boosting diaphorase resazurin reduction – biochemical, uHTS, resorufin fluorescence, counter-screen for diaphorase-coupled primary assays, primary screen; Diaphorase/resazurin coupled assay, 16 min; stronger effect = higher value; 1 = vehicle wells, 0 = NADH-free wells; 190,000 compounds, 0.005% hits; activation factor at 20 µM;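 active = diaphorase activity raised at least twofold by the compound at 20 µM; inactive = activation factor below 2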
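Test system: Clostridium kluyveri diaphorase, purified enzyme; input: enzyme 0.07 U/mL final; buffer or medium: 50 mM HEPES pH 7.4 with 4.542 mM MgCl2, 0.005% Tween 20; also added: 0.114 mM NADH and 0.1 mM resazurin, final amounts; schedule: 16 min enzyme reaction, ambient temperature; technique: fluorescence of resorufin, 544 nm excitation, 590 nm emission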
G6PDH CS: L. mesenteroides G6PDH inhibitors, counter-screen for G6PDH-coupled screening assays, biochemical, Leuconostoc mesenteroides enzyme; 200,000 compounds, 0.12% hits; inhibition, % at 5 µM; glucose-6-phosphate dehydrogenase [Leuconostoc mesenteroides]; Purified L. mesenteroides G6PDH, diaphorase/resazurin coupled fluorescence, 45 min; in the data active = inhibition above about 50%
TNAP inh noacc: human TNAP enzyme inhibitors, primary screen, biochemical, luminescent, no phosphate acceptor, uHTS; purified TNAP, CDP-star luminescence, 30 min; inhibition, % at 20 µM; 200,000 compounds, 0.26% hits;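 active = tissue-nonspecific alkaline phosphatase inhibition above about 50% at 20 µM in the single-dose screen, limit read from the data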;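 note: 0% = DMSO negative control and 100% = EDTA positive control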
Target sequence (P05186 whole entry, looked up): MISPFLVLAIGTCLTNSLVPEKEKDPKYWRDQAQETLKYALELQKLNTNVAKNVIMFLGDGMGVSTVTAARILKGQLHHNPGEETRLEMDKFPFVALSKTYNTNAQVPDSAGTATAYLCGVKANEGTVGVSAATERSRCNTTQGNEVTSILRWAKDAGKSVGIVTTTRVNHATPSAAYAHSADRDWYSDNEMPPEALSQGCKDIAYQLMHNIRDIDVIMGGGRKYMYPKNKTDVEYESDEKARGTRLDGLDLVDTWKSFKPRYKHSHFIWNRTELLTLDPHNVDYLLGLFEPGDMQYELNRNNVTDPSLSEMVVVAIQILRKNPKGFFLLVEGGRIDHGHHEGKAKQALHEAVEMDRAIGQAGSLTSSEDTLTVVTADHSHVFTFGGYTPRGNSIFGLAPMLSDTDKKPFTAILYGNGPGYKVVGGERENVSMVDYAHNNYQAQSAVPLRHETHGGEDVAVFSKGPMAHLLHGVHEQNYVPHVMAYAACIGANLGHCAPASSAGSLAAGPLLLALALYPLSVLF
TNAP act hi DEA: TNAP activators at high phosphate acceptor level, primary screen, biochemical, luminescence, uHTS; Alkaline phosphatase, tissue-nonspecific isozyme (Homo sapiens), P05186; purified TNAP, CDP-star luminescence, 1 M DEA, 30 min; stronger effect = higher value; 0 = EDTA background, 1 = DMSO-only activity; activation factor at 20 µM; 200,000 tested, under 10 active;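 active = activation factor at least 2 at 20 µM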
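Assay system: human TNAP; Input: enzyme diluted 1/800 final; Reagent: CDP-star luminogenic substrate at 100 µM final; Timing: 30 min, room temperature; Signal: luminescence; Evaluation: TNAP activation factor scaled between EDTA and DMSO control wells.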
PMI activator: activators of human PMI, primary screen, biochemical, fluorescence intensity, near-Km mannose 6-phosphate; purified human PMI, coupled resazurin fluorescence, 20 min; stronger effect = higher value; 1 = vehicle control, 0 substrate-free wells; activation factor at 20 µM; 190,000 compounds, 0.005% hits; AID 1214, 2008;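 active = activation factor of 2 or more at 20 µM, relative to plate controls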
Target sequence (P34949 whole entry, looked up): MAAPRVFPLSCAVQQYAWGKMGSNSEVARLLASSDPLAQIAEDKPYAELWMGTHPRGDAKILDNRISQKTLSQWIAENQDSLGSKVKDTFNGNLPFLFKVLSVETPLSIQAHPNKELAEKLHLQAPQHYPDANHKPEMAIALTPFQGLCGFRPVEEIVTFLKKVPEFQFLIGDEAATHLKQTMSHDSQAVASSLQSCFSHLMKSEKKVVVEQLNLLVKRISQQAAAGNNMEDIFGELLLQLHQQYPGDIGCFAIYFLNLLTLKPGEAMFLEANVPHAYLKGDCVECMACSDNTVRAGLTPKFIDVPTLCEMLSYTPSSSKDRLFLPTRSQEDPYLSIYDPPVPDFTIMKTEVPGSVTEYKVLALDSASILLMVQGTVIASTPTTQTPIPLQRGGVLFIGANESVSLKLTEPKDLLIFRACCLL
PMI act hi M6P: human PMI activators, high substrate, primary screen, biochemical, fluorescence intensity, near-saturating mannose 6-phosphate | Mannose-6-phosphate isomerase (Homo sapiens), P34949 | coupled PMI enzyme assay, resazurin fluorescence, 20 min; stronger effect = higher value; 1 = untreated enzyme, 0 = substrate-free blank | activation factor at 20 µM | 190,000 compounds, 0.34% hits;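 active = activation factor of 2 or more at 20 µM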
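Material: human phosphomannose isomerase with PGI, G6PDH, diaphorase coupling enzymes; amount: PMI at 15 ng/mL final; also added: Mannose-6-phosphate 1.0 mM (near-saturating) plus 0.22 mM NADP+; incubation: enzyme reaction with compound 20 min at room temperature; signal: resorufin fluorescence (Ex 544/Em 590 nm) from resazurin via diaphorase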
Efa HMGR inh: inhibitors of E. faecalis class II HMGR, primary screen, biochemical, Enterococcus faecalis; 190,000 compounds, 0.41% hits; inhibition, % at 10 µM; purified E. faecalis HMGR, NADPH absorbance 340 nm kinetic;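 active = inhibition above a set limit, the median over all tested compounds plus 3 SD, cut at about 9.5% in these data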;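 note: enzyme runs in reverse so mevalonate oxidation gives rising NADPH absorbance; 0% = complete reaction with DMSO and 100% = background rate lacking mevalonate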
TNAP inh hi DEA: human TNAP enzyme inhibitors, primary screen, biochemical, luminescent, high phosphate acceptor level, uHTS. AID 1135, 2008. 200,000 compounds, 0.03% hits. inhibition, % at 20 µM. purified TNAP, CDP-star luminescence, 1 M DEA;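 active = over 50% inhibition of tissue-nonspecific alkaline phosphatase at 20 µM in the single-dose screen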;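 note: plate controls were DMSO wells for no effect and EDTA-quenched wells as full inhibition for full effect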
* = called active by the depositor; . = not tested or not shown. Not a hit list. Share with any hit: about 1.7%.

Every second line gives: Diaph inh CS	FLuc act counter	Diaph act CS	G6PDH CS	TNAP inh noacc	TNAP act hi DEA	PMI activator	PMI act hi M6P	Efa HMGR inh	TNAP inh hi DEA
1) O=C(c1ccco1)N1N=C(c2ccncc2)CC1(O)C(F)(F)F (stereo unspecified)
    .	1	.	5	5	1	.	.	-1	3
2) Cc1ccc(NCN2C(=O)C3CC=CCC3C2=O)cc1 (stereo unspecified)
    18	1	0.8	6	-1	1	0.8	0.8	-4	0
3) CC(=O)NCCn1c(SCC(=O)c2ccccc2)nc2ccccc2c1=O
    3	1.1	1	7	5	1	1	1	-4	0
4) Cc1ccc(NC(=O)CCNS(=O)(=O)c2ccc3c(c2)oc(=O)n3C)c(C)c1
    11	1	0.9	4	-8	1	0.9	1	2	-2
5) CC1=C(C(N)=O)C(c2ccccc2)n2nc(-c3cccs3)nc2N1 (stereo unspecified)
    -8	1	1.1	4	-3	1.1	1	1.1	0	-8
6) Cn1c(C(O)c2ccc3c(c2)OCO3)nc2ccccc21 (stereo unspecified)
    13	1.1	0.9	-2	-7	1	0.9	0.9	-2	-4
7) CC1CCCCC12NC(=O)N(CC(=O)c1ccc[nH]1)C2=O (stereo unspecified)
    14	1.1	0.9	4	-10	1	1	1.1	-3	-3
8) Cc1c(C)n(CC(O)CNCCO)c2ccccc12 (stereo unspecified)
    20	1	0.8	5	-6	1	0.8	0.7	-3	-2
9) Cc1ccc(C)c(NC(=O)CCC(=O)OC(C(=O)c2ccccc2)c2ccccc2)c1 (stereo unspecified)
    3	1.1	1	3	-9	1	1	1	0	-5
10) COCCn1c(SCC(=O)NCc2ccco2)nnc1-c1c[nH]c2ccccc12
    6	1.1	0.9	-6	-15	1.1	1	0.9	-6	-6
11) CCOc1ccc(-n2c(COc3ccc(C)cc3)nnc2SCC(N)=O)cc1
    12	1	0.9	7	-2	1	1	1	-5	-5
12) COc1ccc(C2N(C(=O)N3CCOCC3)CCN2S(=O)(=O)c2ccc(C)cc2)cc1 (stereo unspecified)
    18	1.1	0.8	0	-18	1	0.9	1	1	-4
13) CCNC(=O)CSc1nc2ccccc2c(=O)n1-c1cc(OC)ccc1OC
    8	1.1	0.9	-4	-3	1	1	1	0	-4
14) Cc1csc(NC(=O)C2CCCC2)n1
    6	1	0.9	-4	-4	0.9	1.1	1.2	-1	5
15) CCCC(C)NC(=O)c1sc2nc3n(c(=O)c2c1C)CCC3 (stereo unspecified)
    7	1	0.9	2	-9	1.1	1	1	0	-6

Sorted by the number under TNAP inh noacc (ascending): 3 from the list above
no.	molecule	TNAP inh noacc	TNAP act hi DEA	PMI activator	PMI act hi M6P	Efa HMGR inh	TNAP inh hi DEA
10	COCCn1c(SCC(=O)NCc2ccco2)nnc1-c1c[nH]c2ccccc12	-15	1.1	1	0.9	-6	-6
9	Cc1ccc(C)c(NC(=O)CCC(=O)OC(C(=O)c2ccccc2)c2ccccc2)c1 (stereo unspecified)	-9	1	1	1	0	-5
13	CCNC(=O)CSc1nc2ccccc2c(=O)n1-c1cc(OC)ccc1OC	-3	1	1	1	0	-4

(listing goes on)
Every second line gives: Diaph inh CS	FLuc act counter	Diaph act CS	G6PDH CS	TNAP inh noacc	TNAP act hi DEA	PMI activator	PMI act hi M6P	Efa HMGR inh	TNAP inh hi DEA
16) CNC(=S)Nc1ccc2[nH]c(=O)[nH]c2c1
    6	1	0.9	1	-7	1	0.9	0.9	5	-4
17) CN(C(=O)/C(N=Nc1cccc(C(F)(F)F)c1)=C(\O)C(F)(F)F)c1ccccc1
    25	1.1	0.8	-16	-8	1	0.8	0.8	-1	3
18) CCCCC(CC)C(=O)Nc1ccccc1C#N (stereo unspecified)
    8	1.1	0.9	2	-10	1	1	1	-1	0
19) COc1cccc(/C=C/C2=CC(C)(C)NC(=S)N2)c1
    26	1	0.7	10	3	1	1.6	1.9	4	-3
20) O=C(O)c1ccc(-c2nc(-c3ccc(Cl)c(Cl)c3)cs2)cc1
    25	1.1	0.7	2	-10	1	1	0.9	3	-4
21) O=C(c1ccc(=O)[nH]n1)N1CCN(S(=O)(=O)c2ccc3ccccc3c2)CC1
    -6	1	1.1	-2	-7	1	1.2	1	-2	-2
22) Cc1ccc(/C=N/N2CCN(Cc3ccc(Cl)cc3)CC2)o1
    8	1	0.9	13	-12	1	0.9	1	-3	-2
23) O=C(CN1C(=O)C2C3c4ccccc4C(c4ccccc43)C2C1=O)Nc1ccccc1C(=O)O (stereo unspecified)
    1	1	1	7	-4	1.1	1.2	1.3	1	-5
24) C/C(O)=C\c1nc2ccccc2oc1=O
    13	1	0.9	10	3	1	0.9	1	-1	-1
25) CC(C)c1ccc(/C=N/NC(=O)c2nnn(-c3nonc3N)c2CSC2=NCCS2)cc1
    20	1.1	0.8	4	8	1	1	0.9	-8	0
26) COc1c(Cl)cc(C(=O)Nc2ccc(Cl)cn2)cc1Cl
    14	1.1	0.9	3	-13	1.1	1	1	-3	-6
27) CCOc1cc(N2CCOCC2)c(OCC)cc1NC(=O)CSc1n[nH]c(N)n1
    16	1	0.8	10	-8	1	0.8	0.6	-3	-1
28) CC1CCC(NC(=O)C2c3ccccc3C(=O)N2Cc2cccs2)CC1 (stereo unspecified)
    9	1	0.9	16	-8	0.9	0.8	0.9	-4	6
29) CCCc1nnc(NC(=O)CCC(=O)N2CCN(CCn3c(C)ccc3C)CC2)s1
    6	1	0.9	8	1	1	0.9	0.8	3	-1
30) Cc1ccc(NC(=O)CNc2ccc(Cl)cc2F)cc1
    14	1	0.9	-4	-13	1	0.9	0.9	-2	-2
31) Cc1ccc(S(=O)(=O)N/N=C\c2cccnc2)cc1
    -1	1	1	5	-11	1	1.1	1.1	-1	-4
32) O=C(NCCCn1ccnc1)C1CC2CCC1C2 (stereo unspecified)
    5	1	0.9	-4	-15	1.1	1	1.1	-6	-6
33) Cc1ccc(S(=O)(=O)NN=C2CCN(Cc3ccccc3)CC2)cc1
    1	1.1	1	-9	-12	1.1	1.1	1.1	0	-6
34) CC1CCCCN1CC(=O)Nc1sccc1C#N (stereo unspecified)
    18	1.1	0.8	-1	-25	1.1	1	1	-4	-6
35) CS(=O)(=O)N1CCN(C(=O)c2cc(-c3ccccc3)nc3ccccc23)CC1
    6	0.9	0.9	10	23	1.1	1.1	1	0	-5
36) Cc1nc2sc(C(c3cccs3)N3CCN(c4ccccc4)CC3)c(O)n2n1 (stereo unspecified)
    7	1.1	0.9	17	-1	1	1	0.9	.	-4
37) O=C(CN(c1cccc([N+](=O)[O-])c1)S(=O)(=O)c1ccccc1)N(Cc1ccccc1)Cc1ccccc1
    15	1	0.8	-4	4	0.9	0.9	1	-5	7
38) CC(C)N1C(=O)CCC1C(=O)NCCc1ccccc1 (stereo unspecified)
    -11	1.1	1.1	5	-4	1	1	1.1	-1	-4
39) O=C(N/N=C/c1ccc([N+](=O)[O-])o1)c1cn(-c2ccccc2)nc1-c1ccc(F)cc1
    14	1	0.9	2	1	0.9	1.4	1.2	3	7
40) Cc1cc(=O)cc(C)n1-c1ccc(Cl)cc1
    3	1	1	12	-7	1	1.1	1	-1	-1
41) O=[N+]([O-])c1ccc(COc2ncnc3ccccc23)cc1
    10	1	0.9	5	-2	1	1	0.9	-3	-2
42) O=C(Oc1ccccc1)c1ccc(-n2cnnn2)cc1
    19	1.1	0.8	4	-4	1.1	1	0.9	-4	-12
43) CCOC(=O)C1CCCN(C(=O)c2cccc(S(=O)(=O)N3CCOCC3)c2)C1 (stereo unspecified)
    -9	1	1.1	1	-3	1	1.1	1.1	2	-4
44) CC(C)c1ccccc1NC(=O)COc1ccc(C(=O)NCCc2ccccc2)cc1
    12	1.1	0.9	-7	-1	1	1	1	-2	-1
45) O=C(COc1ccc(Br)cc1CO)Nc1ccccc1
    11	1	0.9	3	-10	1	1	0.9	1	1
46) NC(=O)c1ccccc1OCC(=O)NS(=O)(=O)c1ccccc1
    20	1.1	0.8	-5	4	1	0.9	0.9	-1	-4
47) C#CCOCCOCCOCCNc1nc(N2CCOCC2)nc(N2CCN(C(=O)[C@H](CCCCN)n3cc([C@@H](N)CO)nn3)CC2)n1
    33	1.1	0.7	12	-5	1	0.8	1.1	-1	-4
48) CN(C)c1nc(N(C)C)nc(N(C)C)n1
    6	1	0.9	6	-11	1	1.1	1.1	-3	-2
49) N#Cc1c(C(F)(F)F)cc(-c2ccco2)nc1SCc1ccncc1
    17	1	0.8	1	-1	1	1.1	1.4	0	2
50) O=C(CSc1nnc(-c2ccncc2)n1Cc1ccco1)N1c2ccccc2Sc2ccc(Cl)cc21
    19	1.1	0.8	3	-3	1	1.1	1.1	5	-2
51) NC(=O)/C=C\c1cn(-c2ccccc2)nc1-c1ccc2c(c1)OCCO2
    5	1	0.9	8	-7	1	1	1	-5	-2
52) COc1ccc(S(=O)(=O)Nc2nnc(C(C)C)s2)cc1
    -1	1	1	2	-4	1	1	1.1	-2	-3
53) O=C(c1cccc2ccccc12)C1CCCN(C(=O)CCc2cnccn2)C1 (stereo unspecified)
    2	1.1	1	3	-8	1.1	1	1	1	-6
54) COC(=O)c1ccc(NC(=S)N2CCN(Cc3cccc(C)c3)CC2)cc1
    3	1	1	3	-6	1	1.1	1	1	-3
55) Cc1ccc2nc(Cl)c(/C=N/NC(=O)[C@H]3C[C@@H]3c3ccccc3)cc2c1
    8	1	0.9	4	-18	1	1	1	-10	-3
56) COc1ccc(CCNC(=O)CNCC2CCCO2)cc1OC (stereo unspecified)
    -4	1	1	12	-2	1.1	1.1	1.2	-7	-10
